Screening data deposited in PubChem by several laboratories.
Rev-RRE block – disrupts HIV-1 Rev binding to RRE RNA. Rev peptide-RRE RNA binding, FRET. actives 0.79% (n = 97,000). inhibition, % at 8 µM;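 active = inhibition above the screen-wide mean plus 3 SD, cut at about 35% in these data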;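 note: 0% = median DMSO wells and 100% = median Neomycin B control wells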
Target sequence (P05866 whole entry, looked up): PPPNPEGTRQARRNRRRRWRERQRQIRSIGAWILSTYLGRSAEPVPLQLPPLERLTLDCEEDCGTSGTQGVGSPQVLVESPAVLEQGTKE
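Material: labelled RRE RNA duplex and labelled Rev peptide / Buffer or medium: HEPES pH 7.5 salt buffer with EDTA / Compound dosing: single point, 8 µM final nominal compound concentration / Benchmarks: DMSO low control, neomycin B high control / Timing: 5 min preincubation and 15 min binding, 25 °C / Technique: FRET fluorescence readout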
ERa SRC1 pot – ER-alpha (human) coactivator binding potentiation | coactivator binding (% of control), % at 25.6 µM | TR-FRET ERalpha-LBD/SRC-Cy5 coactivator binding, 2 h; 100 = basal binding, no effect | P03372 | actives 1.3% (n = 86,000) | AID 639; in the data active = activity above about 200%;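 note: binding measured in presence of low estradiol as agonist stimulus; 0% = peptide alone without receptor and 100% = receptor with peptide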
PLK1 PBD inh – inhibitors of human Plk1 polo box domain binding. actives 0.13% (n = 97,000). Plk1 PBD phosphopeptide binding, fluorescence polarization. P53350. AID 693. inhibition, %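 (tested at about 20 µM)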; in the data active = inhibition above about 34%, passing the limit was not always enough
ERb SRC1 inh – ER-beta (human) coactivator binding inhibition; Q92731; TR-FRET ER-beta LBD / SRC1-Cy5 peptide binding; receptor agonist-loaded with 1 µM estradiol; inhibition, % at 25.6 µM; actives 1.3% (n = 86,000); AID 633;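 active = compounds whose percent inhibition of the receptor-coactivator binding signal exceeds about 50% in the single-dose screen, limit read from the data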;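 note: 0% = receptor plus peptide wells without compound and 100% = peptide-only wells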
Target sequence (Q92731 whole entry, looked up, the tested form may be a part): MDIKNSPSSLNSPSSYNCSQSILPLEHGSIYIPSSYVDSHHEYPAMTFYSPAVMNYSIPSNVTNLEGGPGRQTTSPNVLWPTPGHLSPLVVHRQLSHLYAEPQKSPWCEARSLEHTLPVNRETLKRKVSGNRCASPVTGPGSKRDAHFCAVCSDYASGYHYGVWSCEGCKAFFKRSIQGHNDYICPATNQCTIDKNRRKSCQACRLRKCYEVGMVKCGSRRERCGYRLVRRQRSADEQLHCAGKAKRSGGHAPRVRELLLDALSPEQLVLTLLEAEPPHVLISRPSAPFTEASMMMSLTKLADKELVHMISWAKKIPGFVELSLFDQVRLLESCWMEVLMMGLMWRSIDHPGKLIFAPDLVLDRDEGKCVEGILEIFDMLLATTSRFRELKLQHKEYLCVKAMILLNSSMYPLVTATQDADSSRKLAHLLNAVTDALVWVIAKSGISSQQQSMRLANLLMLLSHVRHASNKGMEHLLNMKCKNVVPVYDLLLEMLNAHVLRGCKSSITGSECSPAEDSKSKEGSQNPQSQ
FAK inh – blocks human focal adhesion kinase activity; biochemical FAK kinase activity assay; inhibition, %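 (tested at 7 µM)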; actives 0.84% (n = 97,000); in the data active = inhibition above about 19%;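 note: 0% = DMSO and 100% = reference compound high control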
CD11b adhes inh – blocks human CD11b/CD18 adhesion to fibrinogen. P05107+P11215. K562 CD11b/CD18 adhesion to fibrinogen, ATPlite luminescence; Mn2+ added to activate the integrin. inhibition, % at 10 µM. actives 0.54% (n = 93,000);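 active = primary inhibition of 50% or more at 10 µM, then 40% or more on retest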; note: some results filed as inactive read as strong as hits
ERa coact inh – blocks coactivator binding to human estrogen receptor alpha. actives 1.7% (n = 86,000). TR-FRET ER-alpha LBD / SRC-1 peptide, estradiol-bound. inhibition, % at 25.6 µM. P03372; in the data active = inhibition above about 50%;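 note: 0% = receptor plus peptide control and 100% = peptide only without receptor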
CD11b adhes enh – enhancers of human CD11b/CD18 binding to fibrinogen; AID 1499; actives 0.07% (n = 93,000); activation, % at 10 µM; K562 CD11b/CD18 adhesion to fibrinogen, ATPlite luminescence;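 active = 10 µM primary screen giving 50% or more activity, confirmed by 40% or more on retest at that dose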; note: strong numbers were not always called active
PLK1 kinase inh – inhibitors of human PLK1 kinase; inhibition, % at 10 µM; AID 619; P53350; actives 0.53% (n = 97,000); recombinant PLK1 kinase, TR-FRET peptide phosphorylation;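 active = inhibition of 50% or more in the single-concentration screen; inactive = inhibition below 50%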;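 note: 0% = DMSO max control and 100% = H-89 dihydrochloride min control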
* marks the source's active call; other numbers are inactive results; / = not tested or not shown; [ ] = another dose, or the depositor's remark. An unsorted share of the library, and some 4.7% of all compounds hit somewhere here.

CD11b adhes inh	Rev-RRE block	FAK inh	ERb SRC1 inh	PLK1 PBD inh	PLK1 kinase inh	ERa SRC1 pot	CD11b adhes enh	ERa coact inh	molecule
4	1	1	-4	-6	-2	106[fluorescence artefact?]	-5	3[fluorescence artefact?]	COc1ccc(CN2CC(C(=O)N3CCOCC3)CC2=O)cc1 (stereo not drawn)
-1	3	1	-10	10	-1	85	-2	-2	CCOn1c(=O)c(-c2ccc(Cl)cc2)[n+]([O-])c2ccccc21
-8	3	1	15	-6	-8	90	0	12	C=CCN(c1ccc(C(N)=O)cc1)S(C)(=O)=O
-23	2	0	4	6	-11	80	-4	4	COc1ccccc1N1CCN(C(=O)CSc2ccccc2)CC1
/	6	2	-2[fluorescence artefact?]	-5	9	93	/	-1	N#CCCCSc1ncccc1-c1nc2ccccc2[nH]1
/	5	1	-15	-27	-6	122[fluorescence artefact?]	/	-1[fluorescence artefact?]	CCn1c(NC)cc(=O)n(C)c1=O
-11	11	-3	16[fluorescence artefact?]	15	2	82	-3	8	O=C(c1ccc(F)cc1)N1CCCCC(Sc2nnc3ccccn23)C1=O (stereo not drawn)
12	5	0	0	2	-1	119	-4	-3	Cc1nc(CC(=O)N2CCN(S(=O)(=O)c3ccccc3C#N)CC2)cs1
/	7	-1	-1	-4	-17	94	/	7	CC1Cc2nc(SCC(=O)N3CCCc4ccccc43)n(C)c(=O)c2S1 (stereo not drawn)
0	3	2	9	6	-9	85	-3	9	O=C(c1ccco1)N1CCN(C(=O)c2ccc(COc3ccc(F)cc3)o2)CC1
/	5	-1	/	-10	-11	/	/	/	Cc1ccc(S(=O)(=O)Oc2ccc(C3C4=C(CCCC4=O)OC4=C3C(=O)CCC4)cc2)cc1
2	2	-2	-1	-16	3	85	-2	0	CCCc1cc(=O)[nH]c(SCC(=O)c2cc(C)n(C)c2C)n1
/	2	4	-3	6	-17	104[fluorescence artefact?]	/	-7	COc1ccccc1N1CCN(C(=O)c2ccc(N3CCCC3=O)cc2)CC1
4	5	-2	/	-5	-7	/	1	/	COc1cc(/C=C(/NC(=O)c2ccccc2)C(=O)Nc2cccc(O)c2)c([N+](=O)[O-])cc1OC
-5	2	-1	/	-6	-11	/	-2	/	O=C(O)Cn1c(SCCOc2ccccc2F)nc2ccccc21
7	/	/	-4	/	/	132	26	-2	CC1CCCN(S(=O)(=O)c2ccc(S(=O)(=O)N3CCCN(Cc4ccccc4)C3)cc2)C1 (stereo not drawn)
/	3	-2	-7	-8	-6	87	/	2	CC(=O)NCCC(=O)Nc1sc2c(c1-c1nc3ccccc3[nH]1)CCCC2
43	1	3	4	0	-8	105	-5	-3	OC(COc1ccc2ccccc2c1Br)Cn1ccnc1 (stereo not drawn)
-20	2	2	19[fluorescence artefact?]	13	-3	87	-4	19	O=C1Nc2cccnc2Sc2ccccc21
/	6	0	/	-13	-5	/	/	/	O=C(N/N=C/c1ccsc1)c1cc(O)cc(O)c1
-3	11	5	5[fluorescence artefact?]	-19	-3	117	-2	1[fluorescence artefact?]	C=CCn1c(O)c(C(CC)=NCCN2CCOCC2)c(=O)[nH]c1=O
0	8	4	/	3	-2	/	0	/	O=C(Nc1ccc2nsnc2c1)NC1CCCCC1
13	6	-94	/	-25	-8	/	-5	/	CCOc1ccc(C2C(C#N)=C(C)NC3=C2C(=O)c2ccccc23)cc1 (stereo not drawn)
1	8	0	2	-2	-4	107[fluorescence artefact?]	-4	-4	O=C(O)CSCC(=O)c1ccccc1
-1	5	-3	1	-20	-11	124	-4	-5	O=C(Cn1cnc2ccccc2c1=O)OCC(=O)c1ccc2c(c1)OCCO2

Pulled one by one from the list above, 6 records:
CD11b adhes inh	Rev-RRE block	FAK inh	ERb SRC1 inh	PLK1 PBD inh	PLK1 kinase inh	ERa SRC1 pot	CD11b adhes enh	ERa coact inh	molecule
0	8	4	/	3	-2	/	0	/	O=C(Nc1ccc2nsnc2c1)NC1CCCCC1
-1	5	-3	1	-20	-11	124	-4	-5	O=C(Cn1cnc2ccccc2c1=O)OCC(=O)c1ccc2c(c1)OCCO2
-8	3	1	15	-6	-8	90	0	12	C=CCN(c1ccc(C(N)=O)cc1)S(C)(=O)=O
/	2	4	-3	6	-17	104[fluorescence artefact?]	/	-7	COc1ccccc1N1CCN(C(=O)c2ccc(N3CCCC3=O)cc2)CC1
4	1	1	-4	-6	-2	106[fluorescence artefact?]	-5	3[fluorescence artefact?]	COc1ccc(CN2CC(C(=O)N3CCOCC3)CC2=O)cc1 (stereo not drawn)
/	6	2	-2[fluorescence artefact?]	-5	9	93	/	-1	N#CCCCSc1ncccc1-c1nc2ccccc2[nH]1

Following part.
CD11b adhes inh	Rev-RRE block	FAK inh	ERb SRC1 inh	PLK1 PBD inh	PLK1 kinase inh	ERa SRC1 pot	CD11b adhes enh	ERa coact inh	molecule
-8	7	0	-8	3	-5	91	2	-4	Cc1ccc(NC(=O)C2CCN(S(=O)(=O)c3cccs3)CC2)cc1C
-6	0	0	-4	-17	-7	111	-4	-6	CCN=c1sc(C(=O)OC)cc(=O)n1CC
/	5	-1	-10	-12	-10	108	/	-17	COc1ccc(NC(=O)CCN2CCCC(C)C2)cc1 (stereo not drawn)
90*	33	1	/	-38	-16	/	-11	/	COc1ccc(-n2c(NC(=O)c3ccc(Br)o3)c(C#N)c3nc4ccccc4nc32)cc1
-23	5	4	-9	7	-10	114	0	-9	CCOC(=O)C1CCN(c2c(NCCCN(CC)Cc3ccccc3)c(=O)c2=O)CC1
0	2	-1	-22	2	-12	96	-5	-18	CCCCNC(=O)CCSc1nc2nc(C)cc(C)n2n1
/	4	3	/	-8	-9	/	/	/	Cc1ccc(NC(=O)/C(C#N)=C/c2cc(C)n(-c3ccc(N4CCOCC4)c([N+](=O)[O-])c3)c2C)c(C)c1
5	6	-2	-1[fluorescence artefact?]	-3	-3	106	-5	-5	O=C1c2ccccc2C(=O)N1CCSc1nncs1
-40	3	-1	0	-3	-19	97	3	3	COc1ccc(-n2c(SCC(=O)Nc3ccc(C(=O)O)cc3)nnc2-c2cccs2)cc1
-25	-3	-1	-1	-33	-11	106	3	-6	Cc1ccccc1NC(=O)NCCCN1CCN(C2CCCCC2)CC1
-14	9	2	-2	5	6	96	-3	-3	CCOC(=O)c1cnc2c(C)c(Cl)ccc2c1N1CCOCC1
/	14	-3	5	-25	-3	115[fluorescence artefact?]	/	3	CC1CCCCN1CCNC(=O)C1CCN(S(=O)(=O)N2CCCCC2)CC1 (stereo not drawn)
-12	3	-1	1[fluorescence artefact?]	-9	-11	110	2	-2	O=C(NCc1ccco1)C1CCCN(S(=O)(=O)c2cccc3cccnc23)C1 (stereo not drawn)
-6	/	/	2	/	/	118	-5	-8	CCOC(=O)N1CCC(NC(=O)CN2C(=O)CSc3ncccc32)CC1
/	14	4	-1	7	-6	78	/	4	CCOC(=O)c1c(C(C)(C)C)oc2ccc(O)cc12
-16	7	5	-4[fluorescence artefact?]	12	-9	131	-1	-8	O=C(O)CCCC(=O)Nc1ccccc1Br
/	-1	1	-9	19	-14	91	/	-5	O=C(C1CCC(N2C(=O)C3CC=CCC3C2=O)CC1)N1CCCCC1 (stereo not drawn)
/	2	-3	/	-2	-7	/	/	/	Cc1ccccc1S(=O)(=O)c1c(C)cc(-c2ccccc2)[nH]c1=O
-4	4	-3	-7	-26	-2	118	-2	-8	O=C1CC(N2CCN(C/C=C/c3ccccc3)CC2)C(=O)N1Cc1ccc(N2CCCC2=O)cc1 (stereo not drawn)
0	1	-2	-24	-13	-29	101	3	-9	CC(C)CCNC(=O)C1CCCCN1S(=O)(=O)c1ccc(F)cc1 (stereo not drawn)
0	5	0	-3	6	-8	93	-3	5	Cc1cccc(NC(=S)N(CCN(C)C)C(C)c2ccccn2)c1 (stereo not drawn)
-9	12	0	/	10	-10	/	-4	/	CCOC(=O)c1sc(NC(=O)c2sccc2C)cc1C
/	3	3	-7	-21	-3	108	/	-10	Cc1ccc(C2NC(=O)NC(O)(C(F)(F)F)C2C(=O)c2ccccc2)o1 (stereo not drawn)
5	/	/	-10	/	/	101	-5	-4	COc1cccc(C(=O)Cn2c(=N)n(C)c3ccccc32)c1
-5	6	-1	6[fluorescence artefact?]	-6	-4	101	3	5	Cc1ccccc1NS(=O)(=O)c1ccc(OCC(=O)N2CCCCC2)cc1
7	8	-2	-4	9	-9	88	2	-45	COc1cc(NC(=O)c2ccccc2)c(OC)cc1NC(C)=O
/	5	0	15[fluorescence artefact?]	-12	-5	174	/	1	CCc1nnc(NC(=O)CSc2nc3cccnc3n2Cc2ccccc2)s1
4	4	-10	-26[fluorescence artefact?]	-14	-1	113	0	-29	CCCCn1c(=O)c(C(=O)OCC)c(O)c2ccccc21
-6	0	-9	8	16	-1	106	1	-31[fluorescence artefact?]	c1ccc(CCC2=NCCn3cccc32)cc1
5	7	3	-6	-21	-9	96	-4	1	FC(F)(F)c1cnc(Oc2ccccc2-c2nnco2)c(Cl)c1
